Tau fluor counter: counter-screen for tau fibril formation inhibitors | tau K18 P301L Alexa594 fluorescence, heparin fibrillization | 280,000 tested, 0.93% active | Potency, µM (series often up to 57.7 µM), without a hit: at the top dose activity change, negative = decrease; further: nearly all actives have a fitted effect of over 55% in size
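Human tau K18 P301L (15 uM unlabeled, 0.24 uM Alexa 594-labeled) in 100 mM sodium acetate pH 7 with 20 uM heparin, 6 hr at 37 C. ThT 30 uM added, 1 hr ambient; Alexa 594 FP and total fluorescence read at 555/632 nm.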
Tau fibril FP: tau fibrillization inhibition (FP); AID 1468; Potency, µM (titrated, usually from 57.7 µM), inactives show top-dose activity, negative = inhibition, actives largely listed as inhibitors; 280,000 tested, 0.39% active; K18 P301L tau heparin fibrillization, Alexa594 FP, 6 h; further: nearly all actives have a fitted effect of over 55% in size
Target sequence (P10636 561-689 P618L limits assumed): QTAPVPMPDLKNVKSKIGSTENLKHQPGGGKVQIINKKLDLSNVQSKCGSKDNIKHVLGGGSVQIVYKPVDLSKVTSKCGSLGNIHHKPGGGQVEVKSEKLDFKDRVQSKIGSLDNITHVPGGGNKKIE
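Human K18 P301L fragment (15 uM unlabeled plus 0.24 uM Alexa 594-labeled) in 100 mM sodium acetate pH 7 with compound, aggregation induced by 20 uM heparin for 6 hr at 37 C. ThT (30 uM) added for 1 hr, then Alexa 594 FP read.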
TRb-SRC2 inh: disrupts binding of human TR beta to SRC2. P10828. TRbeta-SRC2 peptide binding, fluorescence polarization; receptor liganded with 1 µM T3. Potency, µM (top dose mostly 106 µM), inactives show at the top dose activity change, negative = inhibition, most hits filed as inhibitors. 280,000 tested, 0.065% active;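 further: plate controls were bound peptide for no effect and peptide without receptor for full effect; nearly all actives have a fitted effect of over 50% in size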
Target sequence (P10828 whole entry, looked up): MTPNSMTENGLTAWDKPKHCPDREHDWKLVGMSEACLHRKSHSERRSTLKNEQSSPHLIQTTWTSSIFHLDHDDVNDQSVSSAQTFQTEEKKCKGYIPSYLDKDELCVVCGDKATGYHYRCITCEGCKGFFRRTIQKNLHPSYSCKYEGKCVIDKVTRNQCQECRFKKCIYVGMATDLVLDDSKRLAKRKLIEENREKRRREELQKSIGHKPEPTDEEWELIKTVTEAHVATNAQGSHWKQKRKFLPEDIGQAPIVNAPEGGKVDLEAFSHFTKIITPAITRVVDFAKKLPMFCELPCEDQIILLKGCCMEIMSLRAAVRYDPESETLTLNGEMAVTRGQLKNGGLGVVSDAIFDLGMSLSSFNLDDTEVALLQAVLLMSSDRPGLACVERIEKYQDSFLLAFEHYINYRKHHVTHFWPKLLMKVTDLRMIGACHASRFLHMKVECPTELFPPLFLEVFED
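Each compound concentration gave % activity, normalized to unbound and bound Texas Red SRC2 controls, from polarization read after 5 hr ambient incubation with T3-loaded human TRb LBD.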
L3MBTL1 block: inhibitors of human L3MBTL1; AlphaScreen L3MBTL1–H3K9me1 peptide binding; Potency, µM (series often up to 57.1 µM), for inactives: at the top dose activity, negative = inhibition, usual class: inhibitors; Q9Y468; AID 485360; 230,000 tested, 0.66% active; further: nearly all actives have a fitted effect of over 60% in size
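First, the protein-peptide complex forms for 30 min at room temperature (L3MBTL1 50 nM, biotinylated H3K9me1 peptide 75 nM). Next, compounds are pin-transferred and incubated 30 min. Finally, AlphaScreen beads are added and read after 30 min.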
aGal spleen mod: alpha-galactosidase A (human) modulation; AID 2107; P06280; Potency, µM (series often up to 80 µM), inactives show top-dose activity change, negative = inhibition, usual class: inhibitors; human spleen homogenate, 4MU-alpha-Gal fluorescence, 40 min; 240,000 tested, 0.008% active;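 further: 0% = enzyme with vehicle and -100% = no enzyme basal signal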
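qHTS titration in buffer at pH 5.0. Alpha-galactosidase activity in spleen homogenate was measured via 4-methylumbelliferone release from 1 mM fluorogenic substrate after 40 min at 37C and a pH 10 stop. AC50 came from Hill fits of control-normalized data.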
Tau ThT inhib: inhibitors of human tau fibril formation, thioflavin T binding. P10636. recombinant tau K18 P301L (four-repeat tau fragment), heparin-induced fibrillization, ThT fluorescence. Potency, µM (top dose mostly 57.4 µM), for the others: at the top dose activity, negative = inhibition, most hits filed as inhibitors. 270,000 tested, 2.1% active. AID 1460; further: nearly all actives have a fitted effect of over 55% in size
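In this qHTS, human K18 P301L tau is incubated with compound and heparin for 6 hr at 37 C, and Thioflavin T fluorescence then reports fibril load.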
ALDH1A1 inh: blocks purified human ALDH1A1 activity | 220,000 tested, 7.3% active | Purified ALDH1A1, NADH fluorescence, propionaldehyde substrate | Potency, µM (titrated, usually from 75.3 µM), without a hit: at the highest dose activity, negative = inhibition, usual class: inhibitors | AID 1030; active means well fitted inhibition curve with a large enough effect, not every such curve was filed as active; inconclusive means small, poorly fitted or top-dose-only effect, or another doubt; inactive means no such curve, though single readings can be large or run the other way;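 further: plate controls were no enzyme wells and a reference inhibitor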
Target sequence (P00352 whole entry, looked up): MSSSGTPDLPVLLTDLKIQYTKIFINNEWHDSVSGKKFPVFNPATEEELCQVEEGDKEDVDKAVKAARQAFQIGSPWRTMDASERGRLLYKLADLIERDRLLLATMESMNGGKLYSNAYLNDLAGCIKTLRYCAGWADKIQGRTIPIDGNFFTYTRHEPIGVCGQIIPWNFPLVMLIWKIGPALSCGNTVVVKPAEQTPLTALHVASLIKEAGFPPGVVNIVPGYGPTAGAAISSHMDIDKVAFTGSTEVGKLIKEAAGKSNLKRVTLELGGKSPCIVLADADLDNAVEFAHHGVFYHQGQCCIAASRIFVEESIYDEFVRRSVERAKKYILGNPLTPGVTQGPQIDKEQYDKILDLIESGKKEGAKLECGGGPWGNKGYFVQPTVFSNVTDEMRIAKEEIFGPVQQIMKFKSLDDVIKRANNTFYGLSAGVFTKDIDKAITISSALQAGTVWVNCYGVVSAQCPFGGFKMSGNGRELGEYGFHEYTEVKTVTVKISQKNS
TR SRC2 fluor cs: counter-screen for TRb-SRC2 inhibitors: fluorescence interference | TRb/SRC2 Texas Red total fluorescence interference | Potency, µM (doses to about 106 µM), for inactives: at the top dose fluorescence change, negative = quenching | 280,000 tested, 0.29% active | AID 1479; active means well fitted curve in either direction with a large enough effect; inconclusive means small, poorly fitted or top-dose-only effect
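Flags fluorescent or light-absorbing compounds by total fluorescence, S + 2P, at 555 nm excitation and 632 nm emission. Mixture: 20 nM Texas Red SRC2 peptide, 0.6 uM human TRb LBD, 1 uM T3, 5% DMSO; compound exposure 5 h at ambient temperature.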
An asterisk follows results filed as active; ? = inconclusive; · = not tested or not shown; [ ] = dose if it differs, or a comment. Unless noted, the call rests on the fitted dose curve; in most records, active means well fitted curve in the direction sought with a large enough effect; inconclusive means small, poorly fitted or top-dose-only effect, or another doubt; inactive means no such curve, though single readings can be large; an effect the other way counts as inactive or inconclusive. Unless noted, on the % scale 0 is the no-effect control and ±100 the full control effect; potency means the concentration at half of the fitted maximal effect.

| no. | Structure | Tau fibril FP | TRb-SRC2 inh | TR SRC2 fluor cs | aGal spleen mod | L3MBTL1 block | Tau ThT inhib | Tau fluor counter | ALDH1A1 inh |
| --- | --- | --- | --- | --- | --- | --- | --- | --- | --- |
| 1 | COc1cccc(/C=N/NC(=O)CCn2nnc3ccccc32)c1 | 4% | 4% | -1% | -17% | 8% | 1% | -2% | 0% |
| 2 | COc1ccc(-c2c(C#N)c(SCC(=O)Nc3ccc(Br)cc3)nc(C)c2C(=O)Nc2ccccc2)cc1 | ? | -5% | 5% | · | · | 4% | -17% | · |
| 3 | COc1ccccc1N1CCN(CC(=O)Nc2c(C)n(C)n(-c3ccccc3)c2=O)CC1 | 3% | 7% | 1% | 1% | 24% | 0% | 5% | ? |
| 4 | Cc1cccc(N=Cc2cc3c(cc2[N+](=O)[O-])OCO3)c1 | ? | ? | -6% | 0% | -1% | 10µM* | ? | ? |
| 5 | N#Cc1c(NC(=O)CSc2nc(N)cc(=O)[nH]2)sc2c1CCCC2 | -5% | 5% | -3% | 8% | -8% | 9% | -1% | 1% |
| 6 | COc1ccc(S(=O)(=O)NCCc2csc3nc(-c4ccccc4)nn23)cc1OC | ? | -5% | 0% | · | · | 1% | -9% | · |
| 7 | CC(=O)N1CCN(Cc2cc(=O)n3cc(Cl)c(C)c(Cl)c3n2)CC1 | 3% | -3% | 0% | -2% | 2% | -13% | 4% | -1% |
| 8 | CCOC(=O)C1CCCN(CC(O)COc2ccccc2C(C)=O)C1 (centres undefined) | 17% | -1% | -3% | 3% | · | -10% | 1% | -11% |
| 9 | C=CCNC(=O)/C(=C\c1ccc([N+](=O)[O-])cc1)NC(C)=O | -5% | 3% | -1% | -2% | -1% | -8% | -7% | -8% |
| 10 | NC(=O)COC(=O)c1cccc(S(=O)(=O)N2CCCCC2)c1 | -8% | 0% | -4% | -3% | 1% | 3% | 2% | 4% |
| 11 | CC(=O)N(CCO)Cc1cc2cc(C)cc(C)c2[nH]c1=O | -1% | -5% | 4% | 7% | -1% | -7% | -4% | ? |
| 12 | COCCNC(=O)C1CC2Cn3c(nc4cc(Cl)c(Cl)cc43)C2N1C (centres undefined) | 3% | 5% | -2% | -2% | · | -2% | 5% | · |
| 13 | Cc1ccsc1C(=O)N1CCCC(CCC(=O)NCc2ccc(F)c(F)c2)C1 (centres undefined) | -1% | 6% | -8% | 0% | 12% | -15% | -11% | ? |
| 14 | COc1ccc(CN(CC2CCC(C(=O)O)CC2)C(=S)Nc2ccccc2C)cc1 (centres undefined) | -10% | 0% | 0% | -3% | · | -4% | -8% | ? |
| 15 | CCOc1cc(NS(=O)(=O)c2ccc(OC)cc2)c(OCC)cc1NC(=O)c1ccco1 | ? | 1% | 2% | 0% | 42%[activator] | -7% | ? | -13% |
| 16 | Nc1c(-c2ccccc2Cl)cnn1-c1cccc([N+](=O)[O-])c1 | 14% | 8% | -1% | 12% | -7% | ? | ? | -1% |
| 17 | COc1ccc(-n2nc3c(N4CCCC(C(=O)NCc5cccc(F)c5)C4)nnc(C)c3c2C)cc1 (centres undefined) | -12% | 2% | 3% | · | · | ? | -10% | · |
| 18 | COc1ccc(N2CCN(CCCNC(=O)C3CCC(CNc4nc(=S)[nH]c5ccccc45)CC3)CC2)cc1 (centres undefined) | 2% | 3% | 0% | 5% | · | -14% | -28% | -3% |
| 19 | CCOc1ccc(-c2nnc3ccc(SCc4ccc(C(=O)OC)o4)nn23)cc1 | -7% | -14% | 1% | 12% | · | ? | -11% | ? |
| 20 | Cc1nc2nc(SCC(=O)N(C)Cc3ccccc3)nn2c(C)c1Cc1ccccc1Cl | 1% | 2% | -1% | · | · | ? | -17% | · |
| 21 | O=[N+]([O-])c1ccc(C2OCCO2)cc1CS(=O)(=O)c1ccccc1 | 2% | 3% | -3% | 1% | 30% | -2% | -1% | -7% |
| 22 | COc1ccc(NC(=O)C2CCC(=O)N2)cc1 (centres undefined) | -1% | -1% | -1% | 7% | -6% | -17% | -8% | 12% |
| 23 | Cc1ccc(C)c(C(=O)CCC(=O)Nc2cccnc2)c1 | 1% | -2% | 1% | -6% | -6% | -5% | 2% | 3% |
| 24 | O=C(O)c1cccc(Cn2c(Cl)c(/C=N/NC(=O)c3ccccc3O)sc2=O)c1 | -3% | 1% | -3% | 3% | -7% | -24% | -21% | 4% |
| 25 | Cc1ccc(-c2nnn(Cc3nc(N)nc(N4CCOCC4)n3)n2)cc1 | 1% | 1% | 0% | 0% | 31%[activator][11.4 µM] | -3% | -2% | 2% |
| 26 | N#C/C(=C\c1ccccc1OCc1ccc(C(=O)O)cc1)C(=O)Nc1ccc(O)cc1 | 9% | 12% | -6% | -7% | · | ? | -10% | 5.6µM* |
| 27 | O=C(CCn1c(=O)[nH]c2ccsc2c1=O)N1CC(=O)N(CCc2ccccc2)C(=O)C1 | -11% | 3% | 0% | 0% | 3% | -3% | -11% | -1% |
| 28 | CC(C)OC(=O)CSc1nnc(COc2ccc([N+](=O)[O-])cc2)n1C | -6% | -2% | -6% | -8% | 7% | -12% | -9% | -2% |
| 29 | CSc1ccc(CCNC(=O)c2ccc(-n3c(C)cc4c3CCCC4)cc2)cc1 | -15% | -2% | 4% | · | · | ? | -14% | · |
| 30 | O=C(Nc1ccc(O)cc1)/C(=C/c1ccco1)NC(=O)c1ccccc1 | 2% | -3% | -6% | 7% | · | -9% | -6% | · |

Whole records from above. Order of values: Tau fibril FP | TRb-SRC2 inh | TR SRC2 fluor cs | aGal spleen mod | L3MBTL1 block | Tau ThT inhib | Tau fluor counter | ALDH1A1 inh
Results for `COc1ccc(-n2nc3c(N4CCCC(C(=O)NCc5cccc(F)c5)C4)nnc(C)c3c2C)cc1` (centres undefined) = -12% | 2% | 3% | · | · | ? | -10% | ·
Results for `O=C(O)c1cccc(Cn2c(Cl)c(/C=N/NC(=O)c3ccccc3O)sc2=O)c1` = -3% | 1% | -3% | 3% | -7% | -24% | -21% | 4%

Other results follow:
| no. | Structure | Tau fibril FP | TRb-SRC2 inh | TR SRC2 fluor cs | aGal spleen mod | L3MBTL1 block | Tau ThT inhib | Tau fluor counter | ALDH1A1 inh |
| --- | --- | --- | --- | --- | --- | --- | --- | --- | --- |
| 31 | Cc1ccc(CN2C(=O)CCC2C(=O)NCC2CCCO2)cc1 (centres undefined) | -4% | -5% | 2% | -2% | 2% | -5% | 0% | 6% |
| 32 | CCOC(=O)CN1CC23C=CC(O2)C(C(=O)Nc2ccc(F)c(C)c2)C3C1=O (centres undefined) | 1% | -10% | 0% | 14% | · | 4% | 6% | -7% |
| 33 | CCCCN(C)CCCNC(=O)c1ccc(N2CCCC2=O)cc1 | 3% | -3% | -1% | -3% | -1% | -5% | 2% | -1% |
| 34 | CC1CCCCC1NC(=O)/C(C#N)=C/C=C/c1ccccc1[N+](=O)[O-] (centres undefined) | 1% | 40µM* | 0% | -2% | ? | ? | -27% | ? |
| 35 | COc1ccc(C)cc1-n1cnc2cc(C(=O)NC3CCCC3)ccc21 | -12% | -10% | ? | · | · | -6% | -3% | · |
| 36 | Cc1cccc(CC2S/C(=N/c3ccccn3)NC2=O)c1 (centres undefined) | -8% | -5% | -2% | -17% | 18%[11.4 µM] | -15% | -14% | 0% |
| 37 | O=C(NCCc1c[nH]c2ccccc12)Nc1ccccc1C(F)(F)F | ? | 6% | -4% | · | · | -8% | ? | · |
| 38 | O=C(CN1CCCC1)N1CCCC(c2ccc(F)cc2)c2ccc(F)cc21 (centres undefined) | 2% | 9% | -3% | -2% | 1% | -4% | -4% | -3% |
| 39 | O=S(=O)(/N=C(/NNS(=O)(=O)c1ccccc1)c1ccccc1)c1ccccc1 | -3% | -5% | -3% | -5% | 9% | -9% | -9% | -1% |
| 40 | O=C1CSC(c2ccccc2Cl)N1 (centres undefined) | 1% | 4% | 0% | 2% | · | -5% | -1% | 7% |
| 41 | COc1ccc(NC(=O)C2=C(C)Nc3nc(SC)nn3C2c2cc(OC)ccc2OC)cc1 (centres undefined) | -8% | -3% | -1% | · | · | -4% | -10% | · |
| 42 | Cc1ccc(N(CC(=O)NCc2ccc(F)cc2)S(=O)(=O)c2cccs2)cc1 | -1% | 1% | -4% | -10% | · | -9% | -18% | -7% |
| 43 | CCOC(=O)c1sc2ncn(/N=C/c3ccc(O)c(OC)c3)c(=O)c2c1C | 4% | -8% | -1% | 2% | 2% | ? | ? | ? |
| 44 | Cn1c(=O)n(C)c2cc(CNCc3ccccc3Cl)ccc21 | 3% | -2% | -1% | · | · | -12% | -16% | · |
| 45 | CC(C)OC(=O)c1ccc(COC(=O)c2cccc(-c3nnc(-c4ccccc4)o3)c2)cc1 | 5% | -15% | 0% | -7% | 5% | -13% | -7% | -5% |
| 46 | c1ccc(COC2CCCN(Cc3nc(-c4cnccn4)no3)C2)cc1 (centres undefined) | -3% | -4% | -7% | 0% | 4% | -3% | -5% | -1% |
| 47 | O=C(CN1CCN(c2ccccc2)CC1)NC(=O)NCc1ccco1 | 6% | 1% | -3% | 5% | -11% | 2% | 2% | 7% |

Taken from the listing for reference:
| no. | Structure | Tau fibril FP | TRb-SRC2 inh | TR SRC2 fluor cs | aGal spleen mod | L3MBTL1 block | Tau ThT inhib | Tau fluor counter | ALDH1A1 inh |
| --- | --- | --- | --- | --- | --- | --- | --- | --- | --- |
| 31 | Cc1ccc(CN2C(=O)CCC2C(=O)NCC2CCCO2)cc1 (centres undefined) | -4% | -5% | 2% | -2% | 2% | -5% | 0% | 6% |
| 32 | CCOC(=O)CN1CC23C=CC(O2)C(C(=O)Nc2ccc(F)c(C)c2)C3C1=O (centres undefined) | 1% | -10% | 0% | 14% | · | 4% | 6% | -7% |
| 33 | CCCCN(C)CCCNC(=O)c1ccc(N2CCCC2=O)cc1 | 3% | -3% | -1% | -3% | -1% | -5% | 2% | -1% |
| 34 | CC1CCCCC1NC(=O)/C(C#N)=C/C=C/c1ccccc1[N+](=O)[O-] (centres undefined) | 1% | 40µM* | 0% | -2% | ? | ? | -27% | ? |
| 35 | COc1ccc(C)cc1-n1cnc2cc(C(=O)NC3CCCC3)ccc21 | -12% | -10% | ? | · | · | -6% | -3% | · |
| 36 | Cc1cccc(CC2S/C(=N/c3ccccn3)NC2=O)c1 (centres undefined) | -8% | -5% | -2% | -17% | 18%[11.4 µM] | -15% | -14% | 0% |

Bioassay records from PubChem BioAssay.
